TIM10 inh – inhibits growth of TIM10 yeast strain; 1.4% of 330,000 active; S. cerevisiae TIM10 strain growth, BacTiter-Glo luminescence, 24 h; AID 463195; inhibition, % at 10 µM;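 active = inhibition of 40% or more at the single tested concentration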;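 also: wild-type TIM10 isogenic control strain grown at permissive 25 °C; 0% = DMSO yeast wells and 100% = minimal medium wells without yeast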
tim23-1 inh – growth inhibitors of tim23-1 mutant yeast; AID 463212; S. cerevisiae tim23-1 growth, BacTiter-Glo luminescence, 24 h; 1.3% of 330,000 active; inhibition, % at 20 µM;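 active = growth inhibition of the mutant yeast at or above 50%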;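 also: temperature-sensitive mutant grown at 25 °C; plate controls were DMSO-treated mutant yeast for no effect and medium wells lacking yeast for full effect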
CHOP UPR activ – apoptotic UPR (CHOP) activation. CHO-CHOP luciferase reporter, luminescence; percent of tunicamycin response over DMSO baseline. activation, % at 10 µM. AID 449763. 0.34% of 330,000 active;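 active = at 10 µM dose, activation of 40% or more, normalized to positive control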;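 also: 100% = tunicamycin at 10 µg/mL and 0% = DMSO alone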
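System: CHO CHOP reporter cells. Amount: 500 cells per well. Buffer or medium: F12 medium, 10% FBS. Compound dosing: one dose, 10 µM in 0.5% DMSO. Incubation: 6 h compound exposure at 37 °C after overnight seeding. Technique: Steady-Glo luciferase luminescence. Benchmarks: tunicamycin and DMSO controls.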
UPR XBP1 act – adaptive UPR (XBP1) activation | CHO-XBP1 luciferase reporter, IRE1-XBP1 UPR activation, luminescence; percent of tunicamycin response, DMSO as zero | activation, % at 20 µM | 0.33% of 330,000 active | AID 463104;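 active = versus positive control, 20 µM dose yields 30% or more activation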;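 also: 100% = tunicamycin at 10 µg/mL and 0% = DMSO only wells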
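assay system = CHO-XBP1 luciferase reporter cells | amount = 1000 cells/well | buffer or medium = F12 plus 10% FBS | compound dosing = single point, 20 µM final compound, 1% DMSO | incubation = 16-18 h cell attachment at 37 °C, then 6 h compound exposure | detection = Steady-Glo luminescence read | controls = tunicamycin 10 µg/mL and vehicle-only wells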
NALP3 yeast inh – inhibitors of NALP3 inflammasome in yeast; AID 2825; 0.39% of 330,000 active; Yeast reconstituted NLRP3/ASC/caspase-1, beta-gal luminescence, 24 h; inhibition, % at 10 µM;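 active = inhibition of 50% or more; inactive = inhibition below 50%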;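 also: plate controls were induced DMSO wells for no effect and uninduced yeast grown without galactose for full effect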
tim10-1 inh – inhibits growth of tim10-1 mutant yeast; S. cerevisiae tim10-1 ts strain growth, BacTiter-Glo, 24 h; inhibition, % at 20 µM; 2.2% of 330,000 active;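 active = inhibition of at least 40%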;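 also: mutant grown at 25 °C; 0% = DMSO wells with yeast and 100% = wells holding no yeast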
GRIN3A LBD mod – modulators (binders) of human NR3A ligand-binding domain. Tm shift relative to glycine control, % at 25 µM. AID 1259313. 2.5% of 340,000 active. NR3A LBD differential scanning fluorimetry, Tm shift; 0% = protein alone, 100% = glycine-bound protein;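 active = melting temperature shift of at least 10% of the positive control shift, at one fixed dose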
APJ agonist – activates the human apelin receptor APJ | P35414 | CHO-K1 APJ PathHunter beta-arrestin, luminescence; 0% DMSO wells, 100% apelin | activation, % at 20 µM | 0.11% of 330,000 active;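 active = activation more than six SD over the plate average, tested at 20 µM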;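 also: 0% = DMSO alone and 100% = apelin-13 at 10 nM; some results filed as inactive read as strong as hits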
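system = engineered CHO-K1 APJ arrestin reporter cells | input = 1000 cells per well | timing = overnight seeding, 90 min compound at 25 °C, 1 h detection | measured by = enzyme-fragment complementation luminescence | read-out = beta-arrestin recruitment to APJ as agonist activity, luminescent signal | control set = negative DMSO alone, positive Apelin-13 at 10 nM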
Mdm2 MdmX PPI – disrupts the human Mdm2-MdmX interaction; O15151+Q00987; 3% of 330,000 active; SaOS-2 split-luciferase Mdm2/MdmX complementation, luminescence; inhibition, % at 8 µM;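 active = inhibition of at least 50% at 8 µM in the primary screen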
Target sequence (O15151 whole entry, looked up): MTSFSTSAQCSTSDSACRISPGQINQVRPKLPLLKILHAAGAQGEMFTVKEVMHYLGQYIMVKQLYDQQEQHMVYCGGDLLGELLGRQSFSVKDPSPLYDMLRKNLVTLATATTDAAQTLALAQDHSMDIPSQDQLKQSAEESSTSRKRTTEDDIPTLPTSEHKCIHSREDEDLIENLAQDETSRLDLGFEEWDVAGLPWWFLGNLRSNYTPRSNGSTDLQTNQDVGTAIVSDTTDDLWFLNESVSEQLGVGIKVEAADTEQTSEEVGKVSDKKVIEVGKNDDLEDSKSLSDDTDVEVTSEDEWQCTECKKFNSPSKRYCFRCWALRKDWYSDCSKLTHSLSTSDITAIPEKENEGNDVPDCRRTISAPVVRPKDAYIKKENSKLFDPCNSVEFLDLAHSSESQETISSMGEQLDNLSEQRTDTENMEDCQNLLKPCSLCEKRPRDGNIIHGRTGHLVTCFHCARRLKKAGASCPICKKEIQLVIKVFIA
Target sequence (Q00987 whole entry, looked up): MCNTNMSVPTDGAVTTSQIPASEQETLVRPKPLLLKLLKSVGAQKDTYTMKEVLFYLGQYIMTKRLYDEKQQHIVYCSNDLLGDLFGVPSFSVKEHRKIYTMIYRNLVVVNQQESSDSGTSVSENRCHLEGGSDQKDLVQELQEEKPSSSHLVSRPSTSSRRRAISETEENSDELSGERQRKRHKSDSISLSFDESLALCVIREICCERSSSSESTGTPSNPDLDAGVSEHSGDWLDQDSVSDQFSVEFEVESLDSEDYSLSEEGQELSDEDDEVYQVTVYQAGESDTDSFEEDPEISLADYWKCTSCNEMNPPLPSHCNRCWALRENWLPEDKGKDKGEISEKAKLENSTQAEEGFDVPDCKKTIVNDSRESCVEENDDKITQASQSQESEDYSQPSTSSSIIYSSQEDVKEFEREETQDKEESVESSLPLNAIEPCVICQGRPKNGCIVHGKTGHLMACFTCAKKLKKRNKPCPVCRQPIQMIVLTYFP
The depositor's hits bear a star; x = not tested or not shown. Random draw from the library; overall some 8.2% were active at least once.

SMILES	TIM10 inh	tim23-1 inh	CHOP UPR activ	UPR XBP1 act	NALP3 yeast inh	tim10-1 inh	GRIN3A LBD mod	APJ agonist	Mdm2 MdmX PPI
O=C(CCc1ccccc1)NNC(=O)Nc1ccc(Cl)cc1	-13	4	-0.6	-3	19	-6	-3	-5	24
N#C/C(=N/Nc1ccc(S(=O)(=O)N2CCOCC2)cc1)C(N)=O	1	4	-1.3	-1	11	1	2	-5	6
Nc1ccnn1Cc1cccnc1	8	12	-0.6	-2	4	10	0	1	-7
COc1ccc(C(=O)NCC2CCCCC2)cc1S(=O)(=O)N1CCOCC1	-7	6	1.9	-2	3	-7	0	-3	3
O=C(Nc1ccccc1Cl)c1cc2ccccc2o/c1=N\O	10	30	3.9	6	22	-2	5	6	-47
CC(C)(C)C(=O)NC(=S)NNC(=O)c1sc2ccccc2c1Cl	-4	21	20	35*	32	-59	-5	1	74*
CCN(CC)CCCNS(=O)(=O)c1ccc(OC)cc1	0	-1	-0.6	0	-2	5	0	-6	-45
CCC(C)c1ccc(C(C)NC(=S)NCc2ccc(F)cc2)cc1 (centres undefined)	38	49	1.2	0	7	44*	13*	7	3
CCNc1ccccc(C(=O)/C=C/c2ccc3c(c2)OCO3)c1=O	16	21	-1.9	-5	-3	35	-2	-1	-3
N#CCCCCn1c(-c2cncs2)nc2ccccc21	27	3	-1.9	0	16	6	1	-3	-18
CN(c1ccccc1C(=O)Nc1ccc(S(=O)(=O)N2CCCCC2)cc1)S(C)(=O)=O	15	-7	-2.8	1	6	15	1	-2	17
Cc1ccc(CNC(=O)C2CCC(CNS(=O)(=O)c3cccs3)CC2)cc1 (centres undefined)	5	2	-0.6	0	-5	-13	3	-2	0
Cc1c(C(=O)O)sc2c1c(=O)n(Cc1ccccc1)c(=O)n2C	-3	12	-1.4	-3	3	4	2	-1	-4
Cc1cccc(NS(=O)(=O)c2cccc3nsnc23)c1	10	3	0.9	-1	0	31	0	-1	20
Cc1ccc(OC(C)C(=O)Nc2ccc3c(c2)n(C)c(=O)n3C)cc1C (centres undefined)	1	6	0.8	-4	18	17	-4	-1	18
Cc1cc(C)c(-c2cc(NC(=O)COC(=O)c3ccc(C#N)cc3)n(-c3ccccc3)n2)cc1C	6	14	-0.2	2	4	28	-21	1	-10
O=C(CSc1oc(-c2cccs2)nc1S(=O)(=O)c1ccc(F)cc1)NCC1CCCO1 (centres undefined)	10	-5	-1.9	-4	13	11	0	-1	33
O=C1CC(N2CCN(c3nc4ccccc4s3)CC2)C(=O)N1c1cccc(F)c1 (centres undefined)	20	21	-0.2	4	13	21	-5	-3	9
Cc1cc(Nc2ccccc2)n(CCO)n1	-14	2	-2.2	2	5	5	4	-3	-19
COc1ccc2[nH]c(=O)c(CN(CC3CCCO3)C(=S)Nc3ccccc3)cc2c1 (centres undefined)	4	16	-1.1	0	3	14	-1	-1	12
CN(CCO)c1nc(NCc2ccccc2)c2cnn(C)c2n1	1	11	1.6	-5	12	-2	1	-3	10
COc1ccc2nc(NC(=O)C3=NN(c4ccccc4)C(=O)CC3)sc2c1	16	23	1.4	2	16	43*	-2	-3	-13
CC(C)CNc1cc(N2CCCC2)ccc1[N+](=O)[O-]	-6	19	-2.4	3	39	27	6	-5	20
N#CCSc1nnc(-c2ccc(S(=O)(=O)N3CCOCC3)cc2)n1CC1CCCO1 (centres undefined)	1	12	0.3	2	-6	17	-3	-2	-4

Among those listed so far, these have a cyano group:
SMILES	TIM10 inh	tim23-1 inh	CHOP UPR activ	UPR XBP1 act	NALP3 yeast inh	tim10-1 inh	GRIN3A LBD mod	APJ agonist	Mdm2 MdmX PPI
N#C/C(=N/Nc1ccc(S(=O)(=O)N2CCOCC2)cc1)C(N)=O	1	4	-1.3	-1	11	1	2	-5	6
N#CCCCCn1c(-c2cncs2)nc2ccccc21	27	3	-1.9	0	16	6	1	-3	-18
Cc1cc(C)c(-c2cc(NC(=O)COC(=O)c3ccc(C#N)cc3)n(-c3ccccc3)n2)cc1C	6	14	-0.2	2	4	28	-21	1	-10
N#CCSc1nnc(-c2ccc(S(=O)(=O)N3CCOCC3)cc2)n1CC1CCCO1 (centres undefined)	1	12	0.3	2	-6	17	-3	-2	-4

Next records follow:
SMILES	TIM10 inh	tim23-1 inh	CHOP UPR activ	UPR XBP1 act	NALP3 yeast inh	tim10-1 inh	GRIN3A LBD mod	APJ agonist	Mdm2 MdmX PPI
COc1cc2[nH]c(=S)nc(NCC3CCCO3)c2cc1OC (centres undefined)	-12	13	1.5	1	14	-3	1	4	30
O=S(=O)(NCC1OCCc2ccccc21)c1ccc(S(=O)(=O)N2CCOCC2)cc1 (centres undefined)	5	5	-2.3	-2	-5	-11	-6	-1	-16
CCc1ccccc1Nc1nc(N)nc(COC(=O)CCC(=O)c2ccc(F)cc2)n1	6	32	-2.9	-3	17	19	-1	2	18
O=C(COC(=O)CCOc1ccccc1)Nc1ccc(Cl)cn1	-1	9	-2.7	0	10	18	2	-3	36
CSCCCNC(=S)Nc1cccc(S(=O)(=O)NC2=NCCC2)c1	-14	-6	0.4	-2	-3	-1	-2	-2	5
O=C(N/N=C/c1ccc(N2CCOCC2)cc1)C1COc2ccccc2O1 (centres undefined)	19	25	-1.4	1	10	11	-1	-2	29
CCCc1ccc(OCc2ccc(C(=O)OC)o2)c(OC)c1	4	14	2.8	0	25	27	6	-4	-59
O=C(Nc1cc(C(F)(F)F)ccc1-n1cncn1)c1ccc(Cl)cc1	-31	1	-0.5	-2	19	-6	-574	-3	27
COc1ccc(/C=N/Nc2ccccn2)c(OC)c1OC	13	15	6.3	0	10	8	-4	-2	-4
O=C(Nc1cccc(Cl)c1)c1cc2c(=O)n3ccccc3nc2s1	8	10	1.4	2	14	1	3	-1	56*
CCCCn1nc(C(=O)N(C)CC(=O)Nc2cccc(F)c2)c2ccccc2c1=O	17	4	0.2	-1	19	27	1	12	-5
CCOC(=O)c1cccc(NC(=O)/C=C/c2ccc([N+](=O)[O-])cc2)c1	10	18	1.9	1	21	8	5	6	36
CN(C)CCCNCCCNC(=O)/C(=N\O)c1ccccc1	-14	0	0.3	0	6	-16	-1	4	5
CCOC(=O)Cn1c(C)c(Br)c(=O)c2cccc(C)c21	-5	13	2.6	0	35	5	3	1	-36
CC1CCCC(C)N1C(=O)COC(=O)Cc1ccc(F)cc1 (centres undefined)	-3	18	-0.8	-5	13	20	-1	-3	16
Cc1ccc(NS(=O)(=O)c2cc3[nH]c(=O)c(=O)[nH]c3cc2C)c(C)c1	8	-1	-0.3	-5	19	-3	-4	-2	4
O=C(/C=C/c1ccc(F)cc1)c1cc(Br)ccc1O	53*	50*	1.8	6	-22	45*	3	-4	-18
C=CCOc1ccc(/C=C/C(=O)OCC(=O)Nc2c(C)n(C)n(-c3ccccc3)c2=O)cc1	8	6	2.3	-3	-6	9	-4	1	15
CCOCCCNC(=O)c1ccc(N2CCCC2)c(NS(=O)(=O)c2ccc(C)cc2)c1	12	16	2.2	-1	17	8	-1	-6	15
O=C1NC(Cc2ccc(O)cc2)c2nc3ccccc3c(=O)n2-c2cc(Cl)ccc21 (centres undefined)	3	-8	-1.4	5	2	-3	x	-2	3
Cc1ccc(S(=O)(=O)Nc2cccc(NC(=O)CN3CCCCC3)c2)cc1	-10	7	-1.1	4	18	-6	0	3	13
O=C(CCN1C(=O)C2CC=C(Cl)CC2C1=O)Nc1ccccc1O (centres undefined)	4	4	-1.3	-3	-9	8	11*	-2	4
O=C(NCC(c1cccnc1)N1CCN(c2ccccc2F)CC1)C1CCCCC1 (centres undefined)	-1	13	1.5	6	2	17	-1	2	12
CC(=O)N1CCc2cc(S(=O)(=O)NC3CCCCC3)ccc21	-7	-3	0.5	5	12	1	0	-1	2

One compound at a time, as listed above. Values in the order: TIM10 inh	tim23-1 inh	CHOP UPR activ	UPR XBP1 act	NALP3 yeast inh	tim10-1 inh	GRIN3A LBD mod	APJ agonist	Mdm2 MdmX PPI
CN(C)CCCNCCCNC(=O)/C(=N\O)c1ccccc1 reads -14	0	0.3	0	6	-16	-1	4	5
CC1CCCC(C)N1C(=O)COC(=O)Cc1ccc(F)cc1 (centres undefined) reads -3	18	-0.8	-5	13	20	-1	-3	16
Cc1ccc(S(=O)(=O)Nc2cccc(NC(=O)CN3CCCCC3)c2)cc1 reads -10	7	-1.1	4	18	-6	0	3	13
C=CCOc1ccc(/C=C/C(=O)OCC(=O)Nc2c(C)n(C)n(-c3ccccc3)c2=O)cc1 reads 8	6	2.3	-3	-6	9	-4	1	15
O=C(CCN1C(=O)C2CC=C(Cl)CC2C1=O)Nc1ccccc1O (centres undefined) reads 4	4	-1.3	-3	-9	8	11*	-2	4

Random excerpt: two compounds from above, in no set order.
SMILES	TIM10 inh	tim23-1 inh	CHOP UPR activ	UPR XBP1 act	NALP3 yeast inh	tim10-1 inh	GRIN3A LBD mod	APJ agonist	Mdm2 MdmX PPI
CCOC(=O)Cn1c(C)c(Br)c(=O)c2cccc(C)c21	-5	13	2.6	0	35	5	3	1	-36
CCOCCCNC(=O)c1ccc(N2CCCC2)c(NS(=O)(=O)c2ccc(C)cc2)c1	12	16	2.2	-1	17	8	-1	-6	15

(next part)
SMILES	TIM10 inh	tim23-1 inh	CHOP UPR activ	UPR XBP1 act	NALP3 yeast inh	tim10-1 inh	GRIN3A LBD mod	APJ agonist	Mdm2 MdmX PPI
COC(=O)c1ccc(CSc2nc3ccc(C)cc3[nH]2)o1	4	20	3.9	2	13	6	3	-1	15
O=C(Cn1cnc2ccccc2c1=O)Nc1ccc2c(c1)OCO2	21	8	2.0	1	-4	11	2	-2	-14
Cc1cc(C)c2[nH]c(C)c(CN3CCCCCC3)c(=O)c2c1	-21	-7	-0.6	-3	13	11	3	-4	8
CC(C)c1ccc(/C=C(\NC(=O)c2ccccc2)C(=O)NCCN2CCOCC2)cc1	3	2	1.5	0	12	7	x	8	6
COc1cccc(C(=O)Nc2ccccc2C(=O)N2CCCC2)c1	2	94*	0.0	-2	4	20	1	0	-5
CCCNC(=O)Cn1c(=O)cnc2ccccc21	-8	8	-1.0	-3	5	17	-1	-3	17
COc1ccc(-c2nnn(Cc3nc(N)nc(N4CCCCC4)n3)n2)cc1	4	5	-2.1	-1	34	18	3	5	9
CC1(C)CC(=O)C(CC(=O)NC2CCCc3ccccc32)C(=O)C1 (centres undefined)	14	21	-1.5	-2	7	4	0	-1	-10
CN(c1ccc(C(=O)COC(=O)C2CC2)cc1)S(C)(=O)=O	-10	-4	0.1	-5	8	-1	0	-2	24
Clc1c(-c2ccccc2)nnn1-c1ccccc1	-16	19	4.5	1	37	29	-1	0	-141
Cc1ccc(/C=c2\sc3nc(-c4ccco4)nn3c2=O)o1	7	16	-0.7	0	31	25	-3	-6	15

Source: PubChem BioAssay (Sanford-Burnham Center for Chemical Genomics)
